aDG glyco act – activators of alpha-DG glycosylation, primary screen, uHTS, Pro5-aDG cells, AlphaScreen. alpha-DG glycosylation AlphaScreen (IIH6); 0% Pro5, 100% B10-LARGE cell signal. activation, % at 10 µM. actives 0.22% (n = 360,000);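 active means activation of at least 8% versus controls, or a plate z-score of at least 8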;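 further: Pro5 are CHO cells carrying HIG-tagged alpha-DG that lacks glycosylation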
NR2E3 ag-1 – NR2E3 agonists in two-hybrid cells, primary screen, cell-based, luminescence, CHO-S, Gal4-NCOR/VP16-NR2E3 | luciferase | inhibition of corepressor binding, % at 3.98 µM | actives 0.35% (n = 360,000) | AID 602229, 2012;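 active means inhibition above the mean of all tested compounds plus 3 SD, cut at about 70% in these data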;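 further: 0% = DMSO with NR2E3 transfected cells and 100% = cells lacking NR2E3 construct; higher means lower luciferase signal from less NR2E3 corepressor binding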
Target sequence (Q9Y5X4 whole entry, looked up, the tested form may be a part): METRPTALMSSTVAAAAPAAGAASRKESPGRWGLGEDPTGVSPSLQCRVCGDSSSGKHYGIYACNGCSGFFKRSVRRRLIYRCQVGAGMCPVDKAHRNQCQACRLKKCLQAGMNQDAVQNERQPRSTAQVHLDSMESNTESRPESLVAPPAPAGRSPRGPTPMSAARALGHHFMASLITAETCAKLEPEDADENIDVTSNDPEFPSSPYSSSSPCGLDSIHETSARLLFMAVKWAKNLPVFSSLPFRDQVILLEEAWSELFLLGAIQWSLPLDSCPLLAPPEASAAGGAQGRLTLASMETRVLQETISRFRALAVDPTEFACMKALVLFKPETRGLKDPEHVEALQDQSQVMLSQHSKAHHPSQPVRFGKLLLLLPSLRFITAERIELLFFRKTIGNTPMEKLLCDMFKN
iPSC survival up – enhancers of single-cell hiPSC survival, primary screen, ATPlite luminescence. 100% = ROCK inhibitor wells, 0% = DMSO. survival enhancement, % at 20 µM. actives 0.044% (n = 360,000). AID 602274, 2012; in the data active means survival enhancement above about 18%;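 further: cells exposed to compounds for 16 hours before the ATP read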
HIF-2a block – HIF-2a reporter inhibitors, primary screen, luminescence, 786-0 RCC cells | 786-0 RCC cells HIF-2a reporter, luciferase luminescence, overnight | inhibition, % at 18.8 µM | actives 0.72% (n = 360,000) | AID 624352, 2012;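 active means inhibition of the luminescence signal of 40% or more relative to plate controls, in a single-dose primary screen at 18.75 µM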
PDI inh – inhibitors of human PDI, primary screen, biochemical, turbidity, single point, plate reader; AID 588391, 2011; actives 0.052% (n = 350,000); inhibition, % at 10 µM; PDI insulin aggregation turbidity, A650, 90 min; Protein disulfide-isomerase (Homo sapiens), P07237;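 active means mean inhibition across replicates of 30% or more, whatever share of single replicates reach that level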;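 further: absorbance from insulin aggregation driven by PDI reduction with DTT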
Target sequence (P07237 whole entry, looked up): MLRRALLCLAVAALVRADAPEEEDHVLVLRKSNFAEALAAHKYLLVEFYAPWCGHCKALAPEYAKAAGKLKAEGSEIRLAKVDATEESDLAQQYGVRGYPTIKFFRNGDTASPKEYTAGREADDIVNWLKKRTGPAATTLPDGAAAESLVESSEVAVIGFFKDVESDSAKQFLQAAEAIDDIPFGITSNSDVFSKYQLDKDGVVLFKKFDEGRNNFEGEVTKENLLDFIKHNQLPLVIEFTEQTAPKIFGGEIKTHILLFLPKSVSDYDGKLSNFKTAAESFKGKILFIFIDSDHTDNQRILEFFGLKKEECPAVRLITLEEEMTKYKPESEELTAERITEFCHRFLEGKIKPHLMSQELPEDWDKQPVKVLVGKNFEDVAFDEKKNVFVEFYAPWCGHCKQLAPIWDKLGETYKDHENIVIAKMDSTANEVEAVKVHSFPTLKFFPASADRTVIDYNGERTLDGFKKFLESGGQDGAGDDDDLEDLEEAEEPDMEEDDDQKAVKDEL
NR2E3 ag-2 – inhibitors of NR2E3-RetCOR corepressor binding, primary screen, NR2E3 agonist project, biochemical, TR-FRET, GST-NR2E3, biotin-RetCOR | AID 2300, 2010 | actives 0.12% (n = 320,000) | inhibition of corepressor binding, % at 4.78 µM | 1536-well | Photoreceptor-specific nuclear receptor (Homo sapiens), Q9Y5X4;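 active means percent inhibition above the cutoff of mean plus 3 SD of all tested compounds, set per screening campaign, cut at about 20% in these data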;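 further: 0% = DMSO wells and 100% = biotin wells as full block of FRET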
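Material – GST-tagged NR2E3 plus biotinylated RetCOR corepressor · Quantity – NR2E3 fusion 1.35 nM · Times – 5 h incubation at 4 °C · Medium – pH 7.5 Tris-based buffer · Technique – TR-FRET, Eu(K)-anti-GST donor, streptavidin-D2 acceptor, ex 340, em 617/671 nm · Benchmarks – high control biotin, low control 0.6% DMSO · Format – 1536-well plates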
Peg3 promoter – Peg3 promoter-driven luciferase inhibitors, primary screen, cell-based, HeLa, luciferase luminescence. AID 588405, 2011. HeLa PEG-Prom luciferase reporter, overnight. actives 1.7% (n = 360,000). inhibition, % at 20 µM;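 active means inhibition of at least 50% at 20 µM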
TRPM1 prom inh – inhibitors of MITF-dependent TRPM1 promoter reporter, primary screen, cell-based, SK-MEL-5, single point, luciferase; actives 0.83% (n = 330,000); inhibition, % at 12.5 µM; AID 488899, 2010; SK-MEL-5 TRPM1 promoter luciferase, 24 h;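 active means mean inhibition across replicates of 60% or more, whatever share of single replicates reaches that level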; further: values of inactives mirror those of a sister screen read the other way
Vif inh – HIV Vif self-association inhibitors, primary screen, imaging, HEK293T, single point | HEK293T cells, Vif self-association by quenched fluorescence, 24 h | inhibition, % at 7.49 µM | actives 0.35% (n = 340,000) | AID 602346, 2012; in the data active means inhibition above about 50%, passing the limit was not always enough; further: some results filed as inactive read as strong as hits
CaV13 FRET inh – Primary screen for inhibitors of IQ motif and Ca2+-dependent inactivation inhibitor domain binding in CACNA1D, Förster resonance energy transfer in living cells, …; HEK cells, CFP/YFP FRET ICDI-IQ, plate reader, 10 min; percent FRET-ratio fall versus neutral wells; inhibition, % at 12.3 µM; actives 0.098% (n = 340,000);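 active means mean replicate inhibition of at least 30% and at least 1% of replicates passing that level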;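 further: 0% = median of the neutral control wells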
Exocytosis inh – LAMP-1 surface exposure blockers, TALL-104 cells – cell-based, flow cytometry, MLPCN library, primary screen; TALL-104 LAMP-1 surface exposure; cells stimulated with thapsigargin and PMA; inhibition, % at 10 µM; actives 0.66% (n = 360,000); AID 651702, 2012;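 active means inhibition above about 55%, limit read from the data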
Numbers without * were called inactive; . = no result given.

molecule	iPSC survival up	PDI inh	HIF-2a block	TRPM1 prom inh	CaV13 FRET inh	Vif inh	NR2E3 ag-1	NR2E3 ag-2	aDG glyco act	Exocytosis inh	Peg3 promoter
O=C1c2ccccc2C(=O)N1c1ccccc1	-0.8	.	-5.0	2.0	.	-9.5	-21.8	.	3.8	0.4	-2.8
COc1cccc(CNCC(=O)Nc2ccc(N3CCOCC3)cc2)c1	2.0	-7.0	10.5	-1.0	-1.6	-0.1	-17.7	-2.9	0.0	-1.4	0.6
CCOC(=O)C1(C#N)Cc2ccccc2C1	-1.2	-6.2	-5.9	3.6	-8.8	0.6	-31.7	.	0.0	-0.2	-1.5
CCCC(C)c1nnc(NC(=O)COc2ccc3c(c2)OCO3)s1 (stereo unspecified)	0.0	6.0	-17.4	2.5	-4.5	23.4	-15.4	3.9	-0.2	-7.0	-2.5
Cc1ccc(NC(=O)CN(C)C(=O)CSc2ccccc2F)cc1	-1.5	-0.6	-35.6	7.5	-7.6	10.2	-0.2	.	-0.1	0.7	-20.5
COc1ccc(-n2c(SCC(=O)NNC(=O)c3ccccc3C)nnc2-c2ccncc2)cc1	-0.7	-4.7	8.7	5.4	-8.3	-2.2	-5.2	0.5	1.2	-0.1	8.8
Nc1nc2nc(-c3ccc(F)cc3)cc(C(F)(F)F)n2n1	-0.5	-8.3	16.4	-0.7	-5.9	20.6	-23.6	-2.8	-0.2	8.7	-0.2
COc1cccc(CNC(=O)CCC2CCCN(C(=O)c3cc(C4CC4)[nH]n3)C2)c1 (stereo unspecified)	0.2	-5.8	-91.0	-4.6	-20.8	-0.2	-7.2	3.2	0.4	2.0	-97.1
COc1ccc(-c2cc(CCCC(=O)N3CCN(c4ccc(OC)cc4)CC3)no2)cc1	-1.6	.	16.9	0.1	-8.1	-16.4	-19.3	-1.8	-0.1	-0.9	10.6
Cc1cc(Nc2ccc(C)c(Br)c2)n2nc(C)nc2n1	-0.7	.	15.0	15.2	-11.1	1.6	10.3	1.1	-0.1	4.0	16.8
OCCn1nc2c3ccccc3nc-2n(-c2ccccc2)c1=S	11.4	-9.2	3.0	5.5	-5.1	.	-22.1	1.4	0.2	-6.3	5.3
Cc1ccc(/C=N/NC(=O)c2cccc(S(=O)(=O)Nc3cccc(Cl)c3)c2)o1	1.4	-11.7	13.5	.	2.0	7.3	5.7	-0.2	-0.4	-8.3	9.6
O=C1c2ccccc2C(=O)N1CCCCSc1nc2ccccc2c(=O)n1CCCN1CCOCC1	-0.2	-18.5	1.7	-1.2	-5.8	6.9	-23.1	0.8	-0.3	2.4	22.2
NC1=NC(c2ccccc2Cl)n2c(nc3ccccc32)N1 (stereo unspecified)	-0.6	-1.8	-9.9	4.5	.	-2.5	-31.4	-2.4	-0.2	2.3	5.7
CCOc1ccc(C(=O)CC(C(=O)O)N2CCN(Cc3ccccc3)CC2)cc1 (stereo unspecified)	-0.5	-7.7	-13.7	7.8	.	8.1	12.2	2.4	0.3	-10.9	8.1
CCOC(=O)Cc1nnc(NC(=O)CSc2nnc3c4ccccc4n(C(C)C)c3n2)s1	0.4	3.1	8.9	4.0	.	6.7	-20.2	1.7	-0.3	1.0	15.4
CCOC(=O)C1C(c2cccnc2)NC(=O)NC1(O)C(F)(F)F (stereo unspecified)	-0.5	2.1	12.6	2.3	-6.3	5.5	-14.0	15.2	-0.1	0.5	-1.1
O=C(COC(=O)CC1CCCC1)Nc1ccc(OC(F)F)cc1	-0.4	-0.8	5.1	-1.8	-4.3	2.2	-8.9	2.0	-0.2	-3.0	4.3
Cc1cc2ncn(/N=C/c3ccc(-c4ccccc4)o3)c2cc1C	-0.6	-2.9	-66.8	-6.0	-4.3	17.0	-18.5	-0.7	0.0	1.8	-12.6
O=[N+]([O-])c1cccc(S(=O)(=O)NCCCn2ccnc2)c1	-0.3	3.3	7.9	-5.5	-19.9	4.1	-3.5	2.2	0.0	4.8	9.8
Cc1cc(-c2nnc(-c3ccccc3)c(-c3ccccc3)n2)c(C)o1	-0.3	-3.0	17.5	8.2	-8.9	-0.4	-38.2	4.0	-0.3	4.8	13.5
CCCCn1nnc(NC(=S)NC(=O)c2cccs2)n1	-1.5	2.5	-110.3	-61.3	4.5	6.6	-14.2	-0.9	-0.1	-1.4	-90.6
CCCCNc1c(-c2cccc(-c3cc(C(C)=O)cs3)c2)nc2cc(C)ccn12	-0.7	-5.9	-101.2	-5.2	-4.8	-11.4	6.7	3.6	2.6	-7.1	60.4*
NC(=O)C1CCN(S(=O)(=O)c2cc3c4c(c2)CCN4C(=O)CC3)CC1	-0.2	4.1	4.0	4.4	-6.4	1.3	-9.3	2.1	-0.4	-2.6	-11.1
COCCOC(=O)C1=C(C)NC(=O)NC1c1c(F)cccc1Cl (stereo unspecified)	-0.1	5.8	2.2	6.2	-9.4	1.5	2.6	6.0	-0.1	0.5	9.2
COC(=O)C1=C(C)N(c2ccc(Cl)cc2)/C(=C/c2cccs2)C1=O	-0.1	-7.5	14.6	-9.3	-6.1	-4.7	-17.1	2.0	-0.2	2.7	12.0
CCOc1cc(/C=N/NC(=O)c2ccncc2)ccc1OS(C)(=O)=O	1.3	-3.2	18.8	0.7	-5.2	-8.3	25.6	-0.4	-0.3	4.1	3.6
CCN(CC)CCNC(=O)c1cc2c(-c3ccc(Cl)cc3)nn(C)c2s1	-4.3	-3.0	58.5*	62.2*	29.8	-5.8	-5.9	4.4	0.4	11.3	88.4*
CC(OC(=O)C1=Cc2ccccc2OC1)C(=O)NCC1CCCO1 (stereo unspecified)	2.9	-1.4	-45.0	-2.9	-4.0	-3.5	-20.8	.	-0.1	-2.0	-5.5
CSc1nnc(-c2ccc(Cl)cc2Cl)o1	-0.3	-2.0	-183.1	-41.2	-5.2	0.4	-55.8	3.7	-0.1	-9.5	-115.6
Cc1cc(C(=O)OCC(=O)N(C)c2ccccc2)c2ccccc2n1	-0.4	-15.5	5.3	2.5	-2.0	-18.5	-10.7	.	0.0	0.0	-5.2
CCn1c(O)c(/C=N/NC(=O)c2ccncc2)c(=O)n(CC)c1=S	1.8	5.9	10.0	11.6	4.7	21.5	9.3	.	-0.2	-1.1	-11.4
CCOc1cc(S(=O)(=O)NCCCN2CCOCC2)ccc1F	-0.4	-0.3	9.9	0.8	-2.1	.	23.9	2.1	-0.2	3.0	-5.4
Cc1nnc2sc(-c3cccc4ccccc34)nn12	-3.1	-7.0	2.1	5.7	-4.0	-0.7	-23.3	-4.2	-0.2	-2.7	29.3
O=C(CN1C(=O)c2cccc3cccc1c23)Nc1ccccc1C(=O)NCc1ccco1	0.6	-5.0	30.1	-8.6	-6.1	-4.5	4.2	1.4	0.0	7.0	16.6
CCOC(=O)CNC(=O)OC1CCN2Cc3ccccc3N=C12 (stereo unspecified)	-0.1	-3.8	16.4	2.2	-21.0	.	3.7	-0.5	0.0	6.6	0.2
O=C(CCC(=O)NCCO)NCCO	0.5	-0.2	16.9	5.4	-3.6	-2.7	-10.4	1.0	0.4	-1.2	4.6
CC(C)COc1cccc(C(=O)Nc2cc(S(=O)(=O)N3CCOCC3)ccc2N2CCCC2)c1	-0.6	1.2	23.8	14.0	-14.4	3.8	-28.5	.	-0.1	3.9	19.3
CSCCC(NS(=O)(=O)c1ccc(Cl)cc1)C(=O)OCc1cccc(Cl)c1 (stereo unspecified)	4.7	4.2	11.3	3.7	-4.8	-5.7	-11.0	3.0	0.1	2.6	15.4
CCC(OC(=O)c1cccs1)C(=O)NCc1ccco1 (stereo unspecified)	0.0	-2.4	18.1	-6.9	-4.5	26.5	-7.7	3.0	-0.1	0.0	0.1
CC1(C(=O)NS(=O)(=O)c2ccc(F)cc2F)CCN1C(=O)Cc1ccc(-c2ccccc2)cc1 (stereo unspecified)	-0.1	-8.3	3.7	.	-4.4	15.9	-15.9	.	0.0	28.8	11.2
COCCSc1nnc(NC(=O)c2ccc(OC)c([N+](=O)[O-])c2)s1	6.0	-2.4	11.4	25.6	-6.7	-2.1	-6.7	1.5	-0.5	0.1	-3.9
CC1CCCC(NC(=O)COC(=O)c2ccc(Br)o2)C1C (stereo unspecified)	0.4	-6.3	14.1	-5.5	-5.1	-6.4	-7.0	.	-0.3	-1.4	-8.7
Cc1ccc(NC(=O)C(C)SCc2ccccc2)cc1 (stereo unspecified)	1.0	2.7	-115.5	-7.8	9.2	6.7	-1.3	-0.5	0.1	-3.3	-97.8
O=C(C1CC(=O)N(c2ccc(F)cc2)C1)N1CCCCCC1 (stereo unspecified)	1.1	-8.7	7.6	-0.7	-3.0	8.2	-11.9	1.8	-0.1	32.9	9.7
Cc1c(C(=O)N2CC(C)OC(C)C2)oc2ccccc12 (stereo unspecified)	1.5	1.3	3.6	7.6	-9.2	-5.0	4.7	0.7	-0.2	0.4	-6.9
C=CC[C@H](CC(=O)N(CCO)Cc1ccccc1)C(=O)NCCOC(=O)[C@@H](CC=C)CC(=O)OC(C)(C)C	0.2	2.0	4.5	-6.9	-4.9	-7.4	2.4	.	0.2	-6.9	1.8
Cc1ccc(C)c(S(=O)(=O)N2CCN(C(C)C(=O)Nc3ccccc3-c3ccccc3)CC2)c1 (stereo unspecified)	-0.8	-0.1	7.9	-13.3	-3.6	9.8	-15.2	1.9	0.3	1.8	-10.2
CC(C)CNS(=O)(=O)c1ccc(CCC(=O)NCc2cccnc2)cc1	-0.3	-11.7	12.3	8.5	-3.8	-0.5	-11.5	-0.5	0.0	1.4	23.9

In the list so far, these contain a nitro group on carbon.
molecule	iPSC survival up	PDI inh	HIF-2a block	TRPM1 prom inh	CaV13 FRET inh	Vif inh	NR2E3 ag-1	NR2E3 ag-2	aDG glyco act	Exocytosis inh	Peg3 promoter
O=[N+]([O-])c1cccc(S(=O)(=O)NCCCn2ccnc2)c1	-0.3	3.3	7.9	-5.5	-19.9	4.1	-3.5	2.2	0.0	4.8	9.8
COCCSc1nnc(NC(=O)c2ccc(OC)c([N+](=O)[O-])c2)s1	6.0	-2.4	11.4	25.6	-6.7	-2.1	-6.7	1.5	-0.5	0.1	-3.9
